Assay outcomes: PubChem BioAssay, several laboratories
Cardio protect: cardioprotection against H2O2-induced cell death, primary screen, uHTS, H9c2 cells, ATPLite luminescence. AID 588492, 2011. protection from H2O2 cell death, % at 20 µM. 0.63% of 360,000 active. H9c2 cardiomyocytes, H2O2 injury protection, 2 h;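 active = compounds giving at least 50% protection of heart cells from peroxide-induced death in the single-dose screen, raw or plate-pattern-corrected value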;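 note: 0% = DMSO wells with peroxide and 100% = DMSO wells without peroxide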
N-glyco inh: increase of ERlucT glycosylation luciferase signal, primary screen, N-linked glycosylation inhibitor project, D54 ERlucT cells, luminescence, set 2 | D54 ERlucT glycosylation luciferase reporter, 24 h; percent of 100 nM tunicamycin response | reporter increase, % at 12.5 µM | 0.23% of 360,000 active | AID 588692, 2011;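 active = mean luciferase reporter signal, scaled so untreated is 0 and the glycosylation-blocking control 100, at or above a set limit in every replicate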;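 note: luciferase carries N-glycosylation sites so blocking glycosylation raises the light; 0% = median of neutral control wells and 100% = median of 100 nM tunicamycin wells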
TLR9-MyD88 block: inhibitors of TLR9-MyD88 association in cells, primary screen, cell-based, CHO, BLA complementation, fluorescence; Toll-like receptor 9 (Homo sapiens) + Myeloid differentiation primary response protein …; CCF4 FRET ratio; inhibition, % at 4.98 µM; 0.21% of 340,000 active; AID 504734, 2011;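 active = inhibition above the mean over all tested compounds plus 3 SD, cut at about 21% in these data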;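 note: 0% = DMSO only wells and 100% = clavulanate BLA inhibitor control wells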
NCOA2 inhibitor: inhibition of GAL4-SRC2 driven luciferase reporter, primary screen, SRC2 inhibitor project, cell-based, luminescence. inhibition, % at 9 µM. 0.17% of 370,000 active. HEK293 GAL4-SRC2 luciferase reporter. AID 651957, 2012;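 active = inhibition above the mean inhibition of all tested compounds plus 3 SD, set per campaign, cut at about 52% in these data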;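 note: 0% = DMSO treated cells and 100% = cells given Gossypol at 36 µM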
HTR2A ag: mouse Htr2a agonists via beta-arrestin recruitment, primary screen, cell-based, luminescence. activation, % at 7.6 µM. CHO-K1 mHTR2A beta-arrestin complementation; percent of 30 µM serotonin response. 0.66% of 360,000 active. 5-hydroxytryptamine receptor 2A (Mus musculus), P35363;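 active = activation above a run cutoff, the mean activation of all tested compounds plus 3 SD, cut at about 14% in these data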;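 note: 0% = plate median of compound wells and 100% = 30 µM serotonin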
Target sequence (P35363 whole entry, looked up): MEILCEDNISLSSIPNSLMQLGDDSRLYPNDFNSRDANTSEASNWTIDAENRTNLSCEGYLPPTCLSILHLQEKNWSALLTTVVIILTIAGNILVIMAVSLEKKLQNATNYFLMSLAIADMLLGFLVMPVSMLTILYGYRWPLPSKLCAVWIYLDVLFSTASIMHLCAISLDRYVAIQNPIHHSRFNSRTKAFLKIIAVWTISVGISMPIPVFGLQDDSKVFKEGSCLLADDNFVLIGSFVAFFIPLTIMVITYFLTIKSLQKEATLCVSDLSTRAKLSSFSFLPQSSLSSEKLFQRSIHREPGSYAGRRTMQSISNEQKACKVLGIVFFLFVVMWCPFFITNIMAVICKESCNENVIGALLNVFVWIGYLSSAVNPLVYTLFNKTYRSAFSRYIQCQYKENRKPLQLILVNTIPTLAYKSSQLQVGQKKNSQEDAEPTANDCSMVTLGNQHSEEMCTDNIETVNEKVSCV
NOD2-RIPK2 inh: NOD2-RIPK2 binding disruptors in cells, primary screen, fluorescence, CHO cells, BLA complementation; Receptor-interacting serine/threonine-protein kinase 2 (Homo sapiens), O43353; CCF4 ratio; inhibition, % at 4.98 µM; 0.38% of 360,000 active; AID 624267, 2012; in the data active = inhibition above about 21%;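 note: 0% = vehicle only and 100% = reference blocker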
Target sequence (O43353 whole entry, looked up): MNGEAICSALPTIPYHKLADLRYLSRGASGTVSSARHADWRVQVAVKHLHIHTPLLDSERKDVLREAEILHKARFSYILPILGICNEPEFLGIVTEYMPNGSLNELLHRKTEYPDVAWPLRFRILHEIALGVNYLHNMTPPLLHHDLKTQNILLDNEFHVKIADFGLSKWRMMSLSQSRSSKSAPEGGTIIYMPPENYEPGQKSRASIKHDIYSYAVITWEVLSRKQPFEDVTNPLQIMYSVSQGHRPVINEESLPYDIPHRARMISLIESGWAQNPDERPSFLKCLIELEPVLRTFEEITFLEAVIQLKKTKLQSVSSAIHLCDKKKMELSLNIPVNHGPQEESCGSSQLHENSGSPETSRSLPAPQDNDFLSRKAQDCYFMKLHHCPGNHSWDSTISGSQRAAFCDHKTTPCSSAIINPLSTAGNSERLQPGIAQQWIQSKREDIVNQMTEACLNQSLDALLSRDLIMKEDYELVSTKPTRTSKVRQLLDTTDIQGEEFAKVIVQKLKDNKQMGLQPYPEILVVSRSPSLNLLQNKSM
ABHD5 PLIN5 PPI: ABHD5-PLIN5 interaction inhibitors, primary screen, cell lysate, split luciferase complementation, luminescence; Split G. princeps luciferase complementation, 4 h; inhibition, % at 4 µM; 0.78% of 360,000 active; AID 602281, 2012;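 active = inhibition above the mean inhibition across every tested compound plus 3 SD, cut at about 22% in these data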;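 note: 0% = DMSO only wells and the 100% control is not disclosed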
MC4R ag barr: MC4R agonists recruiting beta-arrestin, primary screen, cell-based, luminescence, agonist arm of biased-ligand search. Melanocortin receptor 4 (Homo sapiens), P32245. U2OS MC4R beta-arrestin complementation; percent of melanotan II response, DMSO zero. activation, % at 8.9 µM. 0.98% of 360,000 active. AID 540308, 2011;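 active = activation above a per-plate cutoff, the mean activation of sample wells on that plate plus 3 SD, cut at about 8% in these data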
ABCB6 inh 2: ABCB6 transporter inhibitors, primary screen, K562-ABCB6 cells, flow cytometry, MLPCN library; ATP-binding cassette sub-family B member 6 (Homo sapiens), Q9NP58; K562-ABCB6 porphyrin accumulation, 1 h; stronger effect = lower value; fluorescence ratio to DMSO, % at 10 µM; 0.19% of 360,000 active;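 active = fluorescence ratio to DMSO below 75%, the collection mean minus 3 SD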;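 note: signal is porphyrin accumulated inside mitochondria; 100% equals median channel fluorescence of DMSO control wells; lower ratio means ABCB6 inhibition with less porphyrin fluorescence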
MC4R antag cAMP: MC4R antagonists of cAMP signaling, primary screen, cell-based, TR-FRET, antagonist arm of biased-ligand search; Melanocortin receptor 4 (Homo sapiens), P32245; inhibition, % at 6.5 µM; 0.48% of 360,000 active; AID 540295, 2011; MC4R-expressing cells, MTII-stimulated cAMP, LANCE TR-FRET;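 active = inhibition above its plate's cutoff, the mean of tested wells on that plate plus 3 SD, cut at about 29% in these data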;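 note: 0% = Melanotan II alone and 100% = Melanotan II plus saturating MCL0020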
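Material: human MC4R-expressing U2OS cells. Probe or stimulus: Melanotan II challenge. Dosing: 6.5 µM single dose. Times: 30-min compound, 1-h challenge, 1-h detection, room temperature. Technique: TR-FRET with Eu-cAMP and labeled anti-cAMP, 671 nm. Replication: singlicate.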
* = called active by the depositor.

What do the screens show for `CCOC(=O)Cc1nnc(NC(=O)CSc2nnc3c4ccccc4n(C(C)C)c3n2)s1`?
Cardio protect: 14; N-glyco inh: 0; TLR9-MyD88 block: -3; NCOA2 inhibitor: -12; HTR2A ag: 1; NOD2-RIPK2 inh: -2; ABHD5 PLIN5 PPI: -3; MC4R ag barr: -1.6; ABCB6 inh 2: 97; MC4R antag cAMP: -3

Results for Cc1ccc(NC(=O)C2CC(O)CN2C(=O)Oc2ccccc2)c(C)c1 (configuration not stated) ?
Cardio protect: 5; N-glyco inh: 0; TLR9-MyD88 block: 2; NCOA2 inhibitor: 5; HTR2A ag: -2; NOD2-RIPK2 inh: -15; ABHD5 PLIN5 PPI: 4; MC4R ag barr: 0.7; ABCB6 inh 2: 96; MC4R antag cAMP: -2

Results for CC(O)(c1cccnc1)c1nc(-c2ccc3ccccc3c2)cs1 (configuration not stated) ?
Cardio protect: -9; N-glyco inh: -3; NCOA2 inhibitor: -34; HTR2A ag: -1; NOD2-RIPK2 inh: -8; ABHD5 PLIN5 PPI: 2; MC4R ag barr: -1.7; ABCB6 inh 2: 98; MC4R antag cAMP: -2

Results for Cc1cccnc1CNC(=O)C1(C)CCCN1CC(C)C (configuration not stated) ?
Cardio protect: 10; N-glyco inh: 1; NCOA2 inhibitor: -22; HTR2A ag: 1; NOD2-RIPK2 inh: -1; ABHD5 PLIN5 PPI: -5; MC4R ag barr: 0.0; ABCB6 inh 2: 99; MC4R antag cAMP: 7

Results for Cc1cc(=O)[nH]c(N/N=C/c2ccco2)n1 ?
Cardio protect: 3; N-glyco inh: 3; TLR9-MyD88 block: 6; NCOA2 inhibitor: -4; HTR2A ag: 8; NOD2-RIPK2 inh: -1; ABHD5 PLIN5 PPI: 5; MC4R ag barr: 0.1; ABCB6 inh 2: 100; MC4R antag cAMP: -3

How did CCOC(=O)Nc1ccc(Oc2ccccc2)cc1 do in these assays?
Cardio protect: -3; N-glyco inh: 1; TLR9-MyD88 block: -8; NCOA2 inhibitor: -69; HTR2A ag: 2; NOD2-RIPK2 inh: 0; ABHD5 PLIN5 PPI: 0; MC4R ag barr: -1.4; ABCB6 inh 2: 102; MC4R antag cAMP: -4

Results for Cc1cc(C)c2nc(SCC(=O)Nc3cc(C)on3)c(C)cc2c1 ?
Cardio protect: -10; N-glyco inh: -9; TLR9-MyD88 block: 0; NCOA2 inhibitor: 16; HTR2A ag: 3; NOD2-RIPK2 inh: -2; ABHD5 PLIN5 PPI: 7; MC4R ag barr: 0.1; ABCB6 inh 2: 96; MC4R antag cAMP: -1

What do the screens show for `O=C(NC1CCCCCC1)c1cccnc1Sc1ccccc1`?
Cardio protect: 2; N-glyco inh: 1; TLR9-MyD88 block: 4; NCOA2 inhibitor: -2; HTR2A ag: -2; NOD2-RIPK2 inh: -1; ABHD5 PLIN5 PPI: -3; MC4R ag barr: -2.1; ABCB6 inh 2: 92; MC4R antag cAMP: 8

What do the screens show for `CC(=O)n1cc([C@H]2C=C(C(=O)Nc3ccccc3)O[C@@H](OCc3ccc(CO)cc3)C2)c2ccccc21`?
Cardio protect: 23; N-glyco inh: -8; TLR9-MyD88 block: -6; HTR2A ag: 4; NOD2-RIPK2 inh: 0; ABHD5 PLIN5 PPI: 2; MC4R ag barr: -0.8; ABCB6 inh 2: 95; MC4R antag cAMP: 31*

What do the screens show for `COCCNC(=O)CCC1CCN(Cc2cccc(-c3ccc(C)o3)c2)CC1`?
Cardio protect: 0; N-glyco inh: 0; TLR9-MyD88 block: 0; NCOA2 inhibitor: 8; HTR2A ag: 0; NOD2-RIPK2 inh: 11; ABHD5 PLIN5 PPI: 1; MC4R ag barr: -1.2; ABCB6 inh 2: 103; MC4R antag cAMP: 9

What do the screens show for `Cc1ccccc1C(OCC(O)CN1CCN(CCO)CC1)c1ccccc1` (configuration not stated)?
Cardio protect: 6; N-glyco inh: -1; TLR9-MyD88 block: 1; NCOA2 inhibitor: -25; HTR2A ag: 0; NOD2-RIPK2 inh: 2; ABHD5 PLIN5 PPI: 2; MC4R ag barr: -0.7; ABCB6 inh 2: 104; MC4R antag cAMP: -5

How did COCCn1c(C)cc(C(=O)CN2C(=O)NC3(CCCCCC3)C2=O)c1C do in these assays?
Cardio protect: -5; N-glyco inh: -6; TLR9-MyD88 block: -14; NCOA2 inhibitor: -74; HTR2A ag: 3; NOD2-RIPK2 inh: -3; ABHD5 PLIN5 PPI: 4; MC4R ag barr: 0.5; ABCB6 inh 2: 109; MC4R antag cAMP: 6

Results for O=C(CC1CCCC1)Nc1cc(C(F)(F)F)ccc1-n1cncn1 ?
Cardio protect: -8; N-glyco inh: -1; TLR9-MyD88 block: -2; NCOA2 inhibitor: 1; HTR2A ag: -5; NOD2-RIPK2 inh: -4; ABHD5 PLIN5 PPI: -2; MC4R ag barr: 0.5; ABCB6 inh 2: 101; MC4R antag cAMP: -1

What do the screens show for `CS(=O)(=O)N1Cc2ccccc2CC1C(=O)O` (configuration not stated)?
Cardio protect: -3; N-glyco inh: 2; TLR9-MyD88 block: 6; NCOA2 inhibitor: 4; HTR2A ag: 3; NOD2-RIPK2 inh: 2; ABHD5 PLIN5 PPI: 6; MC4R ag barr: -2.7; ABCB6 inh 2: 99; MC4R antag cAMP: 3

What do the screens show for `CN(C)c1ccccc1-c1csc(N2CCC(C(N)=O)CC2)n1`?
Cardio protect: -5; N-glyco inh: 0; TLR9-MyD88 block: 9; NCOA2 inhibitor: -70; HTR2A ag: -4; NOD2-RIPK2 inh: -4; ABHD5 PLIN5 PPI: -4; MC4R ag barr: 1.2; ABCB6 inh 2: 99; MC4R antag cAMP: -1

What do the screens show for `COC1=CC(=O)C(C2CC(=O)c3c(O)cc(O)cc3O2)=CC1=O` (configuration not stated)?
Cardio protect: -10; N-glyco inh: -1; TLR9-MyD88 block: -6; NCOA2 inhibitor: -21; HTR2A ag: 1; NOD2-RIPK2 inh: 3; ABHD5 PLIN5 PPI: 29*; MC4R ag barr: -2.1; ABCB6 inh 2: 97; MC4R antag cAMP: -4

What do the screens show for `Nc1nc(C(F)(F)F)c(Br)c(=O)n1N`?
Cardio protect: 5; N-glyco inh: 2; TLR9-MyD88 block: 6; NCOA2 inhibitor: -19; HTR2A ag: 6; NOD2-RIPK2 inh: -6; ABHD5 PLIN5 PPI: 0; MC4R ag barr: -0.8; ABCB6 inh 2: 99; MC4R antag cAMP: 4

Results for COc1cc(/C=N/NC(=O)CNC(=O)c2ccco2)ccc1O ?
Cardio protect: 5; N-glyco inh: 2; TLR9-MyD88 block: 3; NCOA2 inhibitor: 7; HTR2A ag: -2; NOD2-RIPK2 inh: -8; ABHD5 PLIN5 PPI: 2; MC4R ag barr: -2.1; ABCB6 inh 2: 98; MC4R antag cAMP: 2

Results for CC(O)CNCCCOc1ccc(Cl)cc1C(C)(C)C (configuration not stated) ?
Cardio protect: 0; N-glyco inh: -3; TLR9-MyD88 block: -12; NCOA2 inhibitor: 3; HTR2A ag: -10; NOD2-RIPK2 inh: -10; ABHD5 PLIN5 PPI: 29*; MC4R ag barr: 7.7; ABCB6 inh 2: 100; MC4R antag cAMP: 0

What do the screens show for `Cc1cccc(C)c1NC(=S)N(CCN(C)C)C(C)c1ccccn1` (configuration not stated)?
Cardio protect: 8; N-glyco inh: 1; TLR9-MyD88 block: 0; NCOA2 inhibitor: 1; HTR2A ag: 1; NOD2-RIPK2 inh: 11; ABHD5 PLIN5 PPI: -2; MC4R ag barr: -1.9; ABCB6 inh 2: 96; MC4R antag cAMP: 5

Among those listed so far, two have fluorine:
Results for O=C(CC1CCCC1)Nc1cc(C(F)(F)F)ccc1-n1cncn1 ?
Cardio protect: -8; N-glyco inh: -1; TLR9-MyD88 block: -2; NCOA2 inhibitor: 1; HTR2A ag: -5; NOD2-RIPK2 inh: -4; ABHD5 PLIN5 PPI: -2; MC4R ag barr: 0.5; ABCB6 inh 2: 101; MC4R antag cAMP: -1

What do the screens show for `Nc1nc(C(F)(F)F)c(Br)c(=O)n1N`?
Cardio protect: 5; N-glyco inh: 2; TLR9-MyD88 block: 6; NCOA2 inhibitor: -19; HTR2A ag: 6; NOD2-RIPK2 inh: -6; ABHD5 PLIN5 PPI: 0; MC4R ag barr: -0.8; ABCB6 inh 2: 99; MC4R antag cAMP: 4

Carrying on:
Results for CNC(=O)NCCN1CCCC1=O ?
Cardio protect: 3; N-glyco inh: 3; TLR9-MyD88 block: 8; NCOA2 inhibitor: -9; HTR2A ag: -1; NOD2-RIPK2 inh: -8; ABHD5 PLIN5 PPI: -8; MC4R ag barr: -1.6; ABCB6 inh 2: 97; MC4R antag cAMP: -2

How did COC(=O)c1ccccc1NC(=O)COC(=O)[C@H](C)NC(N)=O do in these assays?
Cardio protect: 9; N-glyco inh: 0; TLR9-MyD88 block: -10; NCOA2 inhibitor: -11; HTR2A ag: 0; NOD2-RIPK2 inh: 2; ABHD5 PLIN5 PPI: 0; MC4R ag barr: -0.9; ABCB6 inh 2: 90; MC4R antag cAMP: 17

What do the screens show for `COc1ccc2oc3cc(C)[n+]([O-])c(-c4ccc(C)cc4)c3c2c1`?
Cardio protect: 38; N-glyco inh: -1; TLR9-MyD88 block: 6; NCOA2 inhibitor: -31; HTR2A ag: 4; NOD2-RIPK2 inh: -25; ABHD5 PLIN5 PPI: 3; MC4R ag barr: 0.8; ABCB6 inh 2: 100; MC4R antag cAMP: 5

Results for Cc1ccc(-c2cc(C(=O)N3CCOCC3)c3ccccc3n2)cc1 ?
Cardio protect: -14; N-glyco inh: -1; TLR9-MyD88 block: -1; NCOA2 inhibitor: -67; HTR2A ag: 1; NOD2-RIPK2 inh: -3; ABHD5 PLIN5 PPI: 0; MC4R ag barr: -1.3; ABCB6 inh 2: 100; MC4R antag cAMP: 1

How did CCc1nc2sc3c(O)cc(=O)[nH]c3c2cc1C do in these assays?
Cardio protect: 1; N-glyco inh: 2; TLR9-MyD88 block: -6; NCOA2 inhibitor: -18; HTR2A ag: 3; NOD2-RIPK2 inh: -4; ABHD5 PLIN5 PPI: -7; MC4R ag barr: -0.6; ABCB6 inh 2: 90; MC4R antag cAMP: 0

These rows are one share of the data (hit frequency here may not be typical).
